CRFBP-R2 agonist = CRF-BP/CRF-R2 complex agonism; HEK293 CRF-R2/CRF-BP, calcium dye fluorescence (FLIPR); percent of saturating CRF peptide response; activation, % at 13.2 µM; 0.46% of 350,000 active;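 active = activation of at least 50%, plus an integration ratio under a set limit after plate pattern correction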;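 note: plate controls were neutral control wells without compound for no effect and CRF at EC100 for full effect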
M1 PAM = positive allosteric modulators of human M1 muscarinic receptor. CHO-K1 hM1, Fluo-8 calcium fluorescence, ACh EC20; 0% = ACh EC20, 100% = maximal ACh. activation, % at 3 µM. 0.088% of 360,000 active. P11229; in the data active = activation above about 19%, passing the limit was not always enough
Target sequence (P11229 whole entry, looked up): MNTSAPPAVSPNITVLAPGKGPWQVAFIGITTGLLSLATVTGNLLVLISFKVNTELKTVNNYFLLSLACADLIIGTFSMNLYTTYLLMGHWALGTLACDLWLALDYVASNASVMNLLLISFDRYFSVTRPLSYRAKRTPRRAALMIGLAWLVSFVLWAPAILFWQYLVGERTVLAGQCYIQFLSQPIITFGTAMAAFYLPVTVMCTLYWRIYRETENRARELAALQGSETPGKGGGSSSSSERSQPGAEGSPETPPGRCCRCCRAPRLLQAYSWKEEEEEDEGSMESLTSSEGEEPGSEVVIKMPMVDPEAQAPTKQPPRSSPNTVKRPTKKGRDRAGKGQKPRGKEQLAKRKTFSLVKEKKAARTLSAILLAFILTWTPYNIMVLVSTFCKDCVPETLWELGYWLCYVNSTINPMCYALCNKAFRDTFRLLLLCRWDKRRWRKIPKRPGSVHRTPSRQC
CHRM5 agonist = CHRM5 agonism in calcium assay. P08912. CHO-K1 hM5 cells, Fluo-8 calcium fluorescence; 0% DMSO wells, 100% maximal acetylcholine response. activation, % at 3 µM. 0.19% of 360,000 active;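 active = activation above the run's mean over test compounds plus 3 SD, cut at about 23% in these data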;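 note: signal is peak over basal fluorescence ratio across the kinetic read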
M4 PAM = positive allosteric modulators of human muscarinic M4 receptor | P08173 | 0.4% of 360,000 active | CHO-K1 hM4/Gqi5, Fluo-8 calcium fluorescence, ACh EC20; 0% = ACh EC20, 100% = maximal ACh | activation, % at 3 µM;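 active = activation above its plate's cutoff, the mean activation of sample wells plus 3 SD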; note: some results filed as inactive read as strong as hits
Target sequence (P08173 whole entry, looked up): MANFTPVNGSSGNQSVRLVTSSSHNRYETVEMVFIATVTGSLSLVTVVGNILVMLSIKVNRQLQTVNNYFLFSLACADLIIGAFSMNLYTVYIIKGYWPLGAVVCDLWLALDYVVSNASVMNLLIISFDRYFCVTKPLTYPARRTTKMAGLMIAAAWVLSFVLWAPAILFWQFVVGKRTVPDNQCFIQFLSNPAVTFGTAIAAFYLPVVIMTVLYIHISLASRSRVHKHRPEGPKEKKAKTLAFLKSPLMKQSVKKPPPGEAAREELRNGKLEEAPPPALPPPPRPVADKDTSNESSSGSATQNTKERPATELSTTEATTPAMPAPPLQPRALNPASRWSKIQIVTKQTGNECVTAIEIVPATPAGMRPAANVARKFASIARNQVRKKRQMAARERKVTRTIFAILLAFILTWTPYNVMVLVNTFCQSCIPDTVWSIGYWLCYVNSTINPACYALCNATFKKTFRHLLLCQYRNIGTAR
M5 PAM = positive allosteric modulators of human muscarinic M5 receptor | CHO-K1 hM5, Fluo-8 calcium, ACh EC20 PAM; 0% = ACh EC20, 100% = ACh EC100 | AID 624038 | activation, % at 3 µM | P08912 | 0.3% of 360,000 active;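 active = activation above the run cutoff, the mean activation of all test compounds plus 3 SD, cut at about 18% in these data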
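Measured by: Fluo-8 calcium fluorescence; material: human M5 receptor in CHO-K1 cells; schedule: Post-acetylcholine fluorescence recording 140 s; benchmarks: low control EC20 acetylcholine (0%), high control EC100 acetylcholine (100%); read-out: Max/basal fluorescence ratio as % of EC20–EC100 ACh window; compound: single dose, 3 µM nominal final test concentration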
M4 antag = CHRM4 antagonism in calcium assay. CHO-hM4 cells, ACh EC80, Fluo-8 calcium fluorescence. inhibition, % at 3 µM. 0.73% of 360,000 active;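 active = inhibition above its plate's cutoff, the mean inhibition of sample wells plus 3 SD, cut at about 27% in these data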;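 note: 0% = acetylcholine EC80 with DMSO and 100% = DMSO without agonist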
CHRM5 antagonist = antagonists of human muscarinic M5 receptor (CHRM5); CHO-hM5 cells, Fluo-8 calcium fluorescence, ACh EC80; inhibition, % at 3 µM; 0.59% of 360,000 active; AID 624040;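 active = inhibition above a per-plate cutoff, the mean of that plate's test compounds plus 3 SD, cut at about 27% in these data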;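 note: 0% = acetylcholine EC80 with DMSO and 100% = DMSO without agonist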
CRFR2-BP antag = blocks CRF-induced signaling of the CRF-BP/CRF-R2 complex; inhibition, % at 11.8 µM; 0.59% of 350,000 active; AID 588475; HEK293 CRF-R2/CRF-BP, CRF-induced calcium fluorescence;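 active = inhibition of the ligand-induced calcium signal above about 50% at the single tested concentration, limit read from the data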
CHRM4 agonist = CHRM4 agonism in calcium assay; activation, % at 3 µM; CHO-K1 hM4/Gqi5, Fluo-8 calcium fluorescence; vehicle 0%, full acetylcholine response 100%; P08173; 0.14% of 360,000 active; AID 624127;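 active = activation above the run mean over all test wells plus 3 SD, cut at about 32% in these data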;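 note: peak over basal fluorescence ratio per well then scaled between controls; 0% = DMSO wells and 100% = acetylcholine at EC100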
The depositor's hits bear a star; / = no result given; & = joins results of further samples. Some of the compounds tested; the hit share may differ from the screen's.

Every second line gives: CRFBP-R2 agonist, M1 PAM, CHRM5 agonist, M4 PAM, M5 PAM, M4 antag, CHRM5 antagonist, CRFR2-BP antag, CHRM4 agonist
- C=CCn1c(O)c(/C=N/N2CCOCC2)c(=O)[nH]c1=S
    -1.2, 10, 0, 4, 5, 2, 0, -26, 1
- Clc1ccc(CN2CCNCC2)cc1
    0.5, 6, -2, -5, 4, 4, 8, 5, 0
- CCC(CO)(C(=O)OC1C[N+]2(C)CCC1CC2)c1ccccc1 (stereo not given)
    -4.4, -33, -11, -25, -19, 99*, 99*, 20, -1
- COc1cc(C(CN)CC(=O)O)ccc1O (stereo not given)
    3.1, 14, 0, 13, 7, -4, 2, 8, 1
- NCCc1cc(O)c(O)cc1O
    0.7&-2.1, 2&6, 1&1, 0&3, 7&0, 0&-10, -4&6, 48&9, 0&1
- CC(C)COC(=O)c1ccccc1C(=O)OCC(C)C
    -1.5, 15, -1, 3, 2, -5, 8, 2, 1
- CC(C)OP(=O)(OC(C)C)C(O)c1ccc(Br)cc1 (stereo not given)
    0.8, 10, 0, 8, 5, -4, -9, -12, 1
- C=CCn1c(=O)c(C=Nc2cccc([N+](=O)[O-])c2)c(O)n(CCCC)c1=O
    4.1, 6, -4, 8, -14, -3, -4, -20, 1
- COc1ccc(-n2c(O)c(C(C)=NCC3CCCO3)c(=O)[nH]c2=O)cc1 (stereo not given)
    0.2, 8, 2, -10, 7, -10, 6, 4, 1
- CCN(CC)c1ccc(/C=C2\C(=O)NC(=O)N(Cc3ccco3)C2=O)cc1
    21, 8, 2, 4, -1, -2, 7, -98, 2
- O=C1c2cccc3cccc(c23)C(=O)N1/N=C/c1c(O)n(-c2ccccc2)c(=O)[nH]c1=O
    -1.9, 1, -3, -6, 0, -3, 6, 3, 1
- CCCCCn1c(=O)c(C(=O)Nc2ccccn2)c(O)c2ccccc21
    0.1, 22, 0, -1, -4, 11, 4, -6, 1
- O=c1[nH]c(=O)n(-c2cccc3ccccc23)c(O)c1/C=N/N1CCCCC1c1cccnc1 (stereo not given)
    2.7, 12, -3, 2, 10, 9, -5, -11, 1
- COC(=O)C(C)Oc1cc(C)cc2oc(=O)c3c(c12)CCC3 (stereo not given)
    -2.3, -2, -4, 1, -3, -7, 5, 23, -2
- Cc1cc(/C=C2\C(=O)NC(=O)N(c3ccc(F)cc3)C2=O)c(C)n1-c1ccc(C(=O)O)cc1
    3.5, -1, 6, 4, 2, -2, 7, 26, 2

(cont.)
Every second line gives: CRFBP-R2 agonist, M1 PAM, CHRM5 agonist, M4 PAM, M5 PAM, M4 antag, CHRM5 antagonist, CRFR2-BP antag, CHRM4 agonist
- CCOc1cc(CN2CCN(C(=O)Cc3ccccc3)CC2)ccc1OC
    -1.3, 5, -1, -2, 2, 10, -4, 7, 1
- O=c1[nH]c(=S)n(C2CC2)c(O)c1C=NCc1ccc(F)cc1
    0.0, 10, 2, -7, 9, -13, 2, -28, 1
- Oc1ccc(O)c2c1C1(Cl)C(Cl)=C(Cl)C2(Cl)C1(Cl)Cl
    0.9, -6, -6, 4, 0, -6, 10, 0, 2
- COCC(C)OC(=O)c1c(N)n(Cc2ccco2)c2nc3ccccc3nc12 (stereo not given)
    14, -7, -5, -6, 1, -5, 8, -11, 3
- O=c1c2ccccc2nc(-c2ccco2)n1-c1cccnc1
    1.4, 0, -2, -2, -10, -9, 0, -19, 10
- CC1=CC2OC3CC4OC(=O)C=CC=CC(=O)OCCC(C)C(O)C(=O)OCC2(CC1O)C4(C)C31CO1 (stereo not given)
    4.4, -7, 1, -5, -16, -2, 13, -13, 9
- Cn1c(O)c(C=NC2CCCCCC2)c(=O)[nH]c1=S
    -1.1, 4, -1, -1, -1, 3, -4, -65, 2
- CCn1c(O)c(/C=N/NC(=O)c2ccccc2)c(=O)[nH]c1=S
    -0.2, 3, 0, 0, -6, -10, 5, 9, 1
- CCC[C@H](N[C@@H](CCC)[C@H](O)c1ccccc1)[C@H](O)c1ccccc1
    0.1, 4, -4, -11, -3, 1, 7, -3, 0
- COC(=O)N(C)c1ccc(C(O)(C(=O)OC)C(F)(F)F)cc1 (stereo not given)
    -1.4, 0, 0, 5, -5, 0, 3, -4, 1
- C[N+](C)(N)CCOC(=O)C(O)(c1ccccc1)C1CCCCC1 (stereo not given)
    -1.0, -26, -20, -15, -30, 99*, 99*, 14, 1
- O=S(=O)(c1ccc(Cl)cc1)N1CCCC1c1cccnc1 (stereo not given)
    -0.4, -9, 4, -15, -12, 8, 12, -16, 15
- Cc1nc2ccccc2c(=O)n1-c1cccc(O)c1
    -0.2, 1, -5, 17*, 9, -8, 0, -18, 1
- Cc1ccc2c(c1)CC1(CN2C)C(=O)NC(=O)N(CCc2ccccc2)C1=O (stereo not given)
    0.3, 13, 0, 4, 3, 5, -1, -2, 1
- CNCC(=O)c1ccccc1
    0.4, 12, 2, 7, -1, -15, 7, -4, 0

Going on with the list:
Every second line gives: CRFBP-R2 agonist, M1 PAM, CHRM5 agonist, M4 PAM, M5 PAM, M4 antag, CHRM5 antagonist, CRFR2-BP antag, CHRM4 agonist
- CC(=O)N1N=C2C3CCN(CC3)C2C1c1ccc(C)cc1 (stereo not given)
    -3.7, 8, 1, 7, 1, -5, 2, -20, 0
- CCOC(=O)[C@]12Cc3cc(Cl)ccc3[C@H]1N(C)C(=O)c1ccccc12
    /, /, -6, 8, -1, -21, 3, /, -1
- Cc1c(C=O)c2ccccc2n1Cc1ccc(F)cc1
    -5.2, 11, -4, 10, -1, -13, -8, 16, 2
- COc1ccc(N2C(=O)CC(N3CC=C(c4ccccc4)CC3)C2=O)cc1 (stereo not given)
    0.2, -1, 0, 3, 2, -10, -3, -12, 1
- CC(=NCCc1c[nH]c2ccccc12)c1c(O)n(Cc2ccccc2)c(=O)[nH]c1=O
    -0.5, -3, 9, -9, 3, 7, 4, -7, 15
- Cc1ccc(Cn2nnnc2CN2CCC(n3nnc4cc(C(F)(F)F)ccc43)CC2)cc1
    0.0, -10, -4, -13, -12, 12, 0, 45, 4
- CC(=NCC1CCCO1)c1c(O)n(Cc2ccccc2)c(=O)[nH]c1=O (stereo not given)
    2.1, 8, -1, -1, -1, -1, 2, -12, 2
- COC(=O)C(O)(c1ccc(N(C)C(=O)c2cccs2)cc1)C(F)(F)F (stereo not given)
    1.3, -11, 6, -6, -11, 5, 10, 5, 12
- O=C(C[N+]12CCN(CC1)CC2)NCCc1ccc(Cl)cc1Cl
    -0.5, -1, -7, 5, 6, -6, -1, -8, 1
- CSCCC(N=Cc1c(O)n(-c2ccc(F)cc2)c(=O)[nH]c1=O)C(=O)OC(C)(C)C (stereo not given)
    -2.6, 8, 2, 1, 10, 4, 2, -22, 1
- O=c1c2ccccc2nc(-c2ccccc2)n1-c1ccccc1
    1.9, 6, -1, 0, -1, -11, 9, -13, 2
- COC1=C[C@@H]2[C@@H]3Cc4ccc(OC)c(O)c4[C@]2(CCN3C)CC1=O
    -1.7, -2, 1, -8, -7, 4, 10, 16, -1
- Oc1c(Cl)c(Cl)c(Cl)c(Cl)c1Cl
    11, -5, 4, -7, -6, 5, 8, 54*, 9
- NP(=O)(Nc1ccccc1)Nc1ccccc1
    0.0, 0, 0, -3, -4, 6, 11, 11, 1
- O=C(NCC1=C(c2cccc3ccccc23)C[C@@H]2CC[C@H]1N2Cc1ccco1)c1ccc([N+](=O)[O-])cc1
    -0.7, -4, -3, -8, -6, 8, 9, -23, 3

Next part:
Every second line gives: CRFBP-R2 agonist, M1 PAM, CHRM5 agonist, M4 PAM, M5 PAM, M4 antag, CHRM5 antagonist, CRFR2-BP antag, CHRM4 agonist
- COc1ccc(CCn2c(O)c(C=Nc3ccccc3F)c(=O)[nH]c2=O)cc1OC
    -0.2, -3, -2, -9, -15, 1, 26, -12, 0
- CN1CCN(c2ccc([N+](=O)[O-])cc2Cl)CC1
    3.6, 1, -8, 2, 9, -7, 8, 8, 3
- Cn1ccnc1P(=S)(c1nccn1C)N1CCOCC1
    -0.5, -1, 2, -5, -9, 6, 3, 4, 1
- CCOC(=O)C1(c2ccccc2)CCN(CC(O)c2ccc(NC(C)=O)cc2)CC1 (stereo not given)
    -1.3, 5, -9, 3, -4, -11, 11, -7, 4
- O=C1/C(=C\c2ccc([N+](=O)[O-])cc2)N2CCC1CC2
    0.0, 5, -2, 3, 1, 1, 2, -11, 2
- CCCCOCCCN1C(C)=CC(=C2C(=O)NC(=S)NC2=O)C=C1C
    -1.2, 5, 3, 0, 1, 2, 4, -13, 1
- COC(=O)C1=C(c2cccc(OCc3ccccc3)c2)C[C@@H]2CC[C@H]1N2C(=O)NCCCOC(C)C
    -1.1, 10, -5, 1, 6, 6, 6, 23, 1
- O=C(Nc1ccccc1)N1Cc2ccccc2-n2nncc2C1
    0.4, 13, 1, 6, 0, 3, 0, -8, 1
- COc1ccc(CC2(CCc3ccncc3)C(=O)NC(=O)NC2=O)cc1
    -1.0, 0, -1, 1, -3, 2, 13, 7, 1
- CCOC(=O)Cn1cc([N+](=O)[O-])nc1[N+](=O)[O-]
    0.8, 4, 0, 2, -2, 4, 4, -17, 1
- COc1ccc(OC)c(-n2c(O)c(C=NCCN3CCNCC3)c(=O)[nH]c2=S)c1
    -0.7, 11, -2, -2, 0, -1, 9, -2, 1
- CCN1C[C@]2(COC)CC[C@H](OC)[C@@]34C1[C@]1(OCO[C@@]15C[C@H](OC)[C@H]1C[C@@H]3[C@@H]5[C@H]1OC)[C@@H](O)[C@H]24
    -1.9, 1, 0, 1, 5, -7, -7, -9, 2
- Cc1ccc(S(=O)(=O)NP(=O)(Oc2ccccc2)Oc2ccccc2)cc1
    -1.1, 10, 4, 10, 4, -6, 0, 2, 2
- CC(=O)O[C@@]12CO[C@@H]1C[C@H](OC1OCC(O)C(O)C1O)[C@@]1(C)C(=O)[C@H](O)C3=C(C)[C@@H](OC(=O)[C@H](O)[C@@H](NC(=O)c4ccccc4)c4ccccc4)C[C@@](O)([C@@H](OC(=O)c4ccccc4)C12)C3(C)C (stereo not given in full)
    -0.4, -3, 2, 1, -3, 1, 4, -8, 1
- CC(=O)OC1C=CC2[C@H]3Cc4ccc(O)c5c4[C@@]2(CCN3C)C1O5 (stereo not given in full)
    -0.8, 2, 0, 1, -2, -13, -1, -8, 0
- Cc1cc(C(=O)CN2CCCC2)c(C)n1-c1ccc(F)cc1
    -0.7, 1, 3, -11, 1, -5, 5, 1, 0
- COc1cc(CN2CCCC(C(=O)c3sccc3C)C2)cc(Cl)c1O (stereo not given)
    0.0, 10, -9, -4, -2, -2, -4, 13, 2
- O=C(Nc1ccccc1)NC1CC2CCC(C1)N2 (stereo not given)
    0.7, -17, -7, -17, 0, 15, -2, 17, 0
